Source: PubChem BioAssay
3CLpro inhibitor – SARS-CoV 3CLpro protease inhibition; AID 1706; P0C6X7; inhibition, % at 6 µM; actives 0.14% (n = 290,000); recombinant SARS-CoV 3CLpro, quenched FRET peptide cleavage; in the data active means inhibition above about 12%
Yp Topo-I inh – Y. pestis Topo-I inhibition via cleavage products. Y. pestis Topo-I cleavage product accumulation, plate reader. activity, % at 10 µM. actives 0.064% (n = 360,000). AID 504884; in the data active means activity above about 50%, passing the limit was not always enough; further: inactives centre near 2
TcdB inh – blocks C. difficile toxin B glycohydrolase activity; P18177; TcdB glycohydrolase enzymatic assay, plate reader; inhibition, % at 9.99 µM; actives 0.24% (n = 350,000); in the data active means inhibition above about 10%
BoNT-A LC inh2 – BoNT A light chain protease inhibition; multiplex microsphere protease substrate cleavage, flow cytometry; inhibition, % at 10 µM; actives 0.17% (n = 360,000); AID 588499; further: plate controls were buffer without enzyme for full effect and enzyme alone for no effect
PfHsp40 rescue – compounds rescuing yeast from Plasmodium falciparum HSP40 toxicity | S. cerevisiae expressing PfHsp40, growth rescue, ATP luminescence | growth rescue, % at 12.5 µM | actives 0.68% (n = 340,000) | AID 504582; in the data active means growth rescue above about 28%, passing the limit was not always enough;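 further: yeast W303a lacking pdr1 and pdr3 grown in galactose medium; growth measured after three days at 30 °C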
Vc quorum ag – quorum light induction in luxS cqsA deficient V. cholerae; V. cholerae BH1578 lux reporter, luminescence, 6 h; activation, % at 18.7 µM; actives 0.16% (n = 350,000); AID 588436; in the data active means activation mostly above about 9.7%, no sharp cut-off; further: not every result past the cut was called active; inactives centre near 0; reference of the scale not given here
Anthrax LF prot – inhibitors of Bacillus anthracis lethal factor protease; P15917; multiplex microsphere protease cleavage assay, LF; inhibition, % at 10 µM; actives 0.12% (n = 360,000); AID 588501; further: plate controls were buffer without enzyme for full effect and enzyme alone for no effect
Target sequence (P15917 whole entry, looked up): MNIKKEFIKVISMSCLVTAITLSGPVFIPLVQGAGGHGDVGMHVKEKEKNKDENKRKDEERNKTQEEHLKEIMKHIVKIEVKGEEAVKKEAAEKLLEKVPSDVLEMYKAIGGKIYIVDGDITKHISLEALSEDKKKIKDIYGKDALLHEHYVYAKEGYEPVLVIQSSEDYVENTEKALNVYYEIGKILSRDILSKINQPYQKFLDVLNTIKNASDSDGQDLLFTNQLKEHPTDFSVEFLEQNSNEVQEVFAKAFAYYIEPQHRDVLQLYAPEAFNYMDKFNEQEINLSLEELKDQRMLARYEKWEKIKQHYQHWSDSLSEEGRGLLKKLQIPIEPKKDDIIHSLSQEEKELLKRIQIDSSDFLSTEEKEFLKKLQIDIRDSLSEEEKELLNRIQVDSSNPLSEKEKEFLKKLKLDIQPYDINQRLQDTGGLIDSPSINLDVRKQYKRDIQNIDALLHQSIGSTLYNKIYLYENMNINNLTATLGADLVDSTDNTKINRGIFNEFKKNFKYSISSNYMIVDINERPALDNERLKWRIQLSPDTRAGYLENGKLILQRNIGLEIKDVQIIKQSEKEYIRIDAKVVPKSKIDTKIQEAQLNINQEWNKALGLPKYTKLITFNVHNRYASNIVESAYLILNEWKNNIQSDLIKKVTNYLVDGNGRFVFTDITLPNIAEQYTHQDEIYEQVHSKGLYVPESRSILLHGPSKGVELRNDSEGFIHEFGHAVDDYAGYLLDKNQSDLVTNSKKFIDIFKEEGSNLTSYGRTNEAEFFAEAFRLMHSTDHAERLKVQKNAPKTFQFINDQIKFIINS
PrPC TRFRET – inhibitors of human cell surface prion protein PrPC; TR-FRET read-out; inhibition, % at 13.8 µM; actives 0.43% (n = 370,000); P04156; AID 720596; in the data active means inhibition above about 24%; further: 0% = median of the test wells and 100% = reference compound wells
SSB-PriA inh – inhibitors of Klebsiella pneumoniae PriA binding to SSB C-terminal tail | actives 0.6% (n = 430,000) | inhibition, % at 33 µM | AID 1272365 | AlphaScreen SSBct-PriA binding, biotinylated peptide; in the data active means inhibition mostly above about 37%, no sharp cut-off; inactive means mostly below about 20%;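 further: plate controls were negative control peptide for no effect and reference peptide for full effect; strong numbers were not always called active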
The depositor's hits bear a star; i = inactive; / = not tested or not shown; & = joins results of further samples. Unless noted, no stated cut-off is given here; in the data, active means inhibition above about 30%; inconclusive means no clear call, values can overlap the other calls; inactive means below that. Some of the compounds tested; count on the stated rates, not on these rows.

smiles | 3CLpro inhibitor | Yp Topo-I inh | TcdB inh | BoNT-A LC inh2 | PfHsp40 rescue | Vc quorum ag | Anthrax LF prot | PrPC TRFRET | SSB-PriA inh
O=c1cc(C23CC4CC(CC(C4)C2)C3)[nH][nH]1 | -5.0 | -0.7 | 1.2 | 0.9 | -0.1 | -1.5 | -0.4 | -3.3 | 0.3
O=C(COc1cccnc1[N+](=O)[O-])NCc1ccc2c(c1)OCO2 | 3.3 | 1.2 | 2.1 | -0.5 | -0.4 | -0.3 | -2.9 | -6.2 | -3.8
O=S(=O)(/N=C(/Nc1nc2ccccc2s1)c1ccccc1)c1ccccc1 | / | 11.9 | 3.7 | -0.2 | 2.2 | i | 1.7 | -3.9 | /
CCN(CC)C(=O)C1=C(C)N(CCC2=CCCCC2)C(=O)C(CC(=O)NCc2ccco2)C1 (stereo not drawn) | / | 19.9 | 0.5 | 0.1 | / | i | 1.3 | 4.0 | /
O=C(N/N=C/c1ccc(-c2cccc(C(F)(F)F)c2)o1)c1ccccc1O | 2.4 | -0.6 | / | -0.6 | 0.3 | -0.2 | 0.1 | 3.8 | /
CCOc1ccc(Cl)cc1/C=N/O | 6.6 | 2.5 | 0.9 | 0.1 | 0.9 | 1.1 | -1.3 | -2.2 | /
CCOC(=O)C1=C(N)Oc2cc(O)ccc2C1c1ccc(F)cc1F (stereo not drawn) | 1.3 | 3.7 | 0.4 | 0.1 | -2.0 | 3.8 | 2.9 | -3.5 | -13.3
CC(=O)N(/N=C1\Sc2ccccc2C1=O)c1ccc(C)cc1C | 2.4 | 10.5 | / | 1.7 | -0.9 | -0.5 | -4.7 | 8.0 | /
CC(=O)N(/N=C1\Sc2ccccc2C1=O)c1cccc(C)c1 | 0.9 | 7.6 | / | 3.2 | 0.8 | i | 0.0 | 3.4 | /
CC1=C(C)CC2(SC1)C(=O)N(c1ccccc1)N=C2N (stereo not drawn) | 2.2 | -4.7 | 0.8 | -0.3 | 0.0 | -0.4 | -6.1 | -2.8 | 4.2
CCN(CC)S(=O)(=O)c1ccc(N2CCCC2)c(NC(=O)Cc2ccc(OC)cc2)c1 | 3.2 | 26.5 | 5.0 | 0.8 | -0.8 | -0.3 | -6.1 | -3.9 | 19.0
COC(=O)C1CCN(CCCOc2ccc(CN3CCN(c4ccc([N+](=O)[O-])cc4)CC3)cc2)CC1 | -0.5 | 9.6 | -0.2 | 1.5 | 0.9 | -0.4 | -5.3 | -13.4 | -0.8
Cn1c(CCC(=O)OCC(=O)Nc2ccc(Oc3ccccc3)cc2)nc(=O)c2ccccc21 | -4.2 | 22.4 | -1.3 | 0.1 | -0.3 | i | -1.0 | 2.8 | -3.6
C=CCn1c(CSc2nc3ccccc3s2)nnc1SCC(=O)OCC | -8.4 | 22.4 | / | 1.0 | 1.1 | i | -4.6 | 15.9 | -3.0&-19.9
O=C(COC(=O)c1cccc([N+](=O)[O-])c1)NCC1CCCO1 (stereo not drawn) | 5.1 | -5.0 | / | -0.6 | -1.3 | -0.2 | -2.4 | -0.7 | -5.0

More structures
smiles | 3CLpro inhibitor | Yp Topo-I inh | TcdB inh | BoNT-A LC inh2 | PfHsp40 rescue | Vc quorum ag | Anthrax LF prot | PrPC TRFRET | SSB-PriA inh
CCNC(=O)CN(c1ccc(Oc2ccccc2)cc1)S(=O)(=O)c1ccccc1 | -2.4 | 44.3 | -0.1 | -2.0 | 60.4* | i | -4.8 | 4.3 | -5.0
NC(=O)CS(=O)(=O)c1nc2ccccc2n1Cc1ccccn1 | 1.0 | -1.4 | 0.5 | -0.3 | 0.4 | i | -5.1 | 4.9 | -9.9
CSc1nc(N)nc(SCC(=O)C23CC4CC(CC(C4)C2)C3)c1C#N | 4.2 | 23.7 | / | -1.1 | 10.9 | i | -4.2 | -0.7 | -3.6
O=C(CCNS(=O)(=O)c1ccc2[nH]c(=O)oc2c1)NCc1ccccc1 | -1.5 | 8.5 | 2.1 | 0.2 | 2.5 | i | -4.0 | 2.0 | 2.6
CC(C)(C)NC(=O)C1CCC(C)(C(=O)O)C1(C)C (stereo not drawn) | 3.3 | 3.8 | / | 1.2 | -1.2 | i | 4.7 | 0.5 | -14.8
O=C(CSC1=NCCS1)N1N=C(c2cccs2)CC1c1ccc(F)cc1 (stereo not drawn) | / | 28.9 | 1.1 | -0.2 | / | -0.2 | -6.3 | 9.4 | /
COc1cccc(C(=O)N2CCN(C(=O)Cc3ccccc3)CC2)c1 | -2.9 | 7.5 | 0.5 | -1.0 | -1.2 | i | -4.8 | 8.6 | -12.1
CCOC(=O)c1sc(NC(=O)Cc2ccc(C)cc2)nc1C | 1.2 | -1.2 | 0.8 | -0.4 | 1.0 | 4.0 | -3.3 | -4.4 | -10.2
Cc1[nH]c(=O)n(C(C)C)c(=O)c1Br | / | -3.3 | 1.8 | -0.7 | -1.4 | 3.3 | -5.7 | -5.6 | -10.1
COc1cccc(C(=O)Nc2cccc(-c3nnc(-c4ccccc4)o3)c2)c1 | / | 20.3 | -0.8 | -0.4 | -0.4 | -0.4 | -1.6 | -1.2 | 0.0
O=C(CNC(=O)c1cc(S(=O)(=O)N2CCOCC2)ccc1N1CCCC1)Nc1ccc(F)c(F)c1 | / | 15.9 | 0.5 | -0.5 | -1.9 | i | -11.7 | 9.3 | -1.4
CN(C)CCNc1oc(COc2ccc(-c3ccccc3)cc2)nc1C#N | 2.8 | -7.6 | 3.3 | -1.3 | 0.5 | -0.5 | -4.4 | / | 17.8
Cc1noc(C)c1C(=O)Nc1nc(-c2ccc([N+](=O)[O-])cc2)cs1 | 0.3 | -3.7 | 0.1 | -1.5 | -1.1 | i | 0.2 | -9.6 | -4.1
Cc1ccc([C@H]2C[C@H](n3cc(-c4ccc(F)cc4)nn3)[C@@H](O)CN2C(=O)c2cccs2)cc1 | / | 22.7 | 2.0 | 0.0 | / | i | -1.9 | -4.8 | /
OC[C@@H]1CN(Cc2ccc(Cl)cc2)C[C@H](n2cnc3c(N4CCCC4)ncnc32)O1 | / | -3.1 | 2.1 | 0.2 | / | i | 7.6 | 2.2 | /

Additional results
smiles | 3CLpro inhibitor | Yp Topo-I inh | TcdB inh | BoNT-A LC inh2 | PfHsp40 rescue | Vc quorum ag | Anthrax LF prot | PrPC TRFRET | SSB-PriA inh
O=C(O)CNC(=O)c1ccccc1NC(=O)c1ccco1 | 1.7 | 0.7 | / | -1.2 | -1.9 | -14.3 | -1.2 | -0.1 | -0.2
C[C@@H]1CCCCO[C@H](CN(C)S(=O)(=O)c2ccc(F)cc2)[C@@H](C)CN([C@H](C)CO)C(=O)c2cc(NC(=O)Nc3ccc(C(F)(F)F)cc3)ccc2O1 | / | -0.1 | 1.8&0.6 | 0.0 | / | 2.1 | -2.1 | -1.5 | /
Cc1ccccc1NC(=O)NC1CCCc2ccccc21 (stereo not drawn) | 2.8 | 3.6 | 0.6 | 0.2 | -0.3 | i | 0.9 | 2.6 | -0.7
COC(=O)[C@]12CCCCC=C1N(Cc1ccc(Cl)cc1Cl)C(=O)[C@H](CC(=O)NCCC(C)C)C2 | / | / | 1.1 | 0.1 | / | / | -1.1 | -1.3 | /
Cc1ccc(S(=O)(=O)N2CCN=C2SCc2cccnc2)cc1 | -8.5 | 2.3 | 2.8 | -0.4 | -0.3 | -0.2 | -2.4 | 3.5 | -9.5
COc1ccccc1N1CCN(C(=O)c2sc3nc(-c4ccc(F)cc4)cn3c2C)CC1 | 4.1 | 29.3 | 7.1 | -0.9 | 9.6 | i | -1.4 | 2.3 | 11.9
Cn1nc(C(F)(F)F)cc1C(=O)Nc1ccc(-c2ccno2)cc1 | 3.0 | -7.4 | 0.3 | 0.2 | -0.2 | i | -3.7 | 4.2 | -10.2
CCC1C(=O)N(C)CCc2ccccc21 (stereo not drawn) | 1.8 | -6.8 | / | 1.1 | -1.3 | -0.2 | 1.6 | 4.7 | -18.6
O=C(N/N=C/c1cc2c(cc1Cl)OCO2)c1ccc2c(c1)OCCO2 | -4.3 | 4.4 | 1.8 | -0.8 | 0.1 | -0.6 | -11.9 | 2.2 | i
Cc1ccc(C(=O)NC2CC3CCCC(C2)N3C(=S)NCc2ccco2)cc1 (stereo not drawn) | 1.2 | -5.5 | 1.2 | 0.0 | 0.1 | -0.3 | 5.8 | -3.7 | -13.6
O=C(CSc1nnc(-c2ccco2)n1CC1CCCO1)NC1CCCC1 (stereo not drawn) | -7.4 | 8.0 | / | 0.3 | 0.9 | -0.3 | -5.6 | -4.4 | 4.1
COc1ccc(-c2cc(NC=O)c3ncc(-c4ccc(OC)c(OC)c4)n3c2)cc1 | / | 3.2 | 0.4 | 0.5 | / | i | -6.6 | -3.7 | /
O=C(CCC1CCCCC1)N1CCN(Cc2ccc3c(c2)OCO3)CC1 | 2.0 | 17.4 | / | -0.8 | 0.6 | -0.4 | 9.8 | 1.3 | -10.7
COc1cc(/C=N/NC(=O)c2cccc(S(=O)(=O)N3CCCC3)c2)cc(OC)c1O | / | -2.7 | 5.3 | 1.9 | 0.9 | i | -3.2 | 3.6 | /
C/C(=N\O)C(C)NC(=O)c1ccccc1 (stereo not drawn) | -5.2 | -0.5 | 1.0 | -1.1 | -2.4 | -0.2 | -1.1 | 0.6 | /
Cc1cc(Cl)ccc1C(=O)C1CCCN(C(=O)c2cc(C(C)C)no2)C1 (stereo not drawn) | 3.9 | 28.5 | -2.0 | -0.4 | 3.6 | i | -3.8 | -1.3 | -18.6
CCOc1ccc(NC(=O)CN2C(=O)NC(C)(c3ccc(OC(F)F)cc3)C2=O)cc1 (stereo not drawn) | 7.8 | -2.5 | 1.5 | -0.2 | 1.2 | -0.3 | -1.2 | -8.2 | 4.8
CN(C)c1nccc(Nc2ccccc2)c1C#N | -1.9 | -5.4 | / | 0.6 | 0.2 | -0.5 | 2.6 | 2.4 | -20.5

Structural class: those above with an aryl methoxy group
smiles | 3CLpro inhibitor | Yp Topo-I inh | TcdB inh | BoNT-A LC inh2 | PfHsp40 rescue | Vc quorum ag | Anthrax LF prot | PrPC TRFRET | SSB-PriA inh
CCN(CC)S(=O)(=O)c1ccc(N2CCCC2)c(NC(=O)Cc2ccc(OC)cc2)c1 | 3.2 | 26.5 | 5.0 | 0.8 | -0.8 | -0.3 | -6.1 | -3.9 | 19.0
COc1cccc(C(=O)N2CCN(C(=O)Cc3ccccc3)CC2)c1 | -2.9 | 7.5 | 0.5 | -1.0 | -1.2 | i | -4.8 | 8.6 | -12.1
COc1cccc(C(=O)Nc2cccc(-c3nnc(-c4ccccc4)o3)c2)c1 | / | 20.3 | -0.8 | -0.4 | -0.4 | -0.4 | -1.6 | -1.2 | 0.0
COc1ccccc1N1CCN(C(=O)c2sc3nc(-c4ccc(F)cc4)cn3c2C)CC1 | 4.1 | 29.3 | 7.1 | -0.9 | 9.6 | i | -1.4 | 2.3 | 11.9
COc1ccc(-c2cc(NC=O)c3ncc(-c4ccc(OC)c(OC)c4)n3c2)cc1 | / | 3.2 | 0.4 | 0.5 | / | i | -6.6 | -3.7 | /
COc1cc(/C=N/NC(=O)c2cccc(S(=O)(=O)N3CCCC3)c2)cc(OC)c1O | / | -2.7 | 5.3 | 1.9 | 0.9 | i | -3.2 | 3.6 | /

Grouped by structure: the compounds so far with a thiophene ring, fused or not (two)
smiles | 3CLpro inhibitor | Yp Topo-I inh | TcdB inh | BoNT-A LC inh2 | PfHsp40 rescue | Vc quorum ag | Anthrax LF prot | PrPC TRFRET | SSB-PriA inh
O=C(CSC1=NCCS1)N1N=C(c2cccs2)CC1c1ccc(F)cc1 (stereo not drawn) | / | 28.9 | 1.1 | -0.2 | / | -0.2 | -6.3 | 9.4 | /
Cc1ccc([C@H]2C[C@H](n3cc(-c4ccc(F)cc4)nn3)[C@@H](O)CN2C(=O)c2cccs2)cc1 | / | 22.7 | 2.0 | 0.0 | / | i | -1.9 | -4.8 | /
